# Rat MKP-3 inhibitors – inhibition of rat DUSP6 enzyme activity – biochemical, in vitro, primary screen (AID 425). recombinant MKP-3 phosphatase activity, fluorescence; higher % means a stronger effect. inhibition, % at 20 µM; hits with a dose series show IC50 in µM. 110,000 tested, 0.17% active; in the data active = inhibition above about 50%;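 also: plate controls were vehicle for no effect and reference inhibitor for full effect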
# Hsp70 displacement – small molecules displacing fluorescent ligand from Hsp70 – biochemical, fluorescence polarization, primary screen (AID 583); 140,000 tested, 0.06% active; Hsp70 fluorescence polarization probe displacement, mP; higher % means a stronger effect; one-dose displacement, % at 20 µM; IC50 in µM for titrated hits; in the data active = displacement above about 50%;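 also: plate controls were vehicle for no effect and reference ligand for full effect; a part of the inactive calls stands beside numbers as strong as those of hits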
# * marks the source's active call; other numbers are inactive results; . = not tested or not shown; & = joins results of further samples. Some of the compounds tested; rates above refer to the full screens.
molecule,Rat MKP-3 inhibitors,Hsp70 displacement
O=C(Nc1ccc(N2CCN(C(=O)c3ccccc3)CC2)c(Cl)c1)c1ccc(Br)o1,-8%,1.9%
CC(c1ccco1)N(C(=O)C12CC3(C)CC(C)(CC(C)(C3)C1)C2)c1ccccn1 (stereo not given),.,-5.7%
COc1ccc(/C(N)=N/OC(=O)COc2ccccc2)cc1,-3%,3.8%
O=C(NCCO)c1cc2ccccc2cc1O,-8%,0.8%
O=C(CSc1nc2sc3c(c2c(=O)[nH]1)CCCC3)NCCCO,2%,-2.5%
O=C(Nc1ccccc1C(=O)N1CCOCC1)c1ccc(F)cc1,.,-0.4%
CCOc1cc(-c2nc(-c3ccncc3)no2)cc(OCC)c1OCC,-9%,-6.2%
Cc1ccc(/C(O)=C2/C(=O)C(=O)N(CCN3CCOCC3)C2c2ccccn2)cc1 (stereo not given),-5%,3.5%
COc1ccc(-c2cc3nnc(-c4ccccc4)nc3s2)cc1,.,-1.2%
Nn1c(CN2CCCCC2)nc2ccccc2c1=O,-6%,4.6%
COC(=O)c1ccc(C(=O)OC)c(NC(=O)Cc2ccc(Cl)cc2)c1,2%,-0.9%
CCOC(=O)c1sc(NC(=O)c2c(-c3ccccc3Cl)noc2C)c(C(=O)OCC)c1C,3%,-1.6%
Cc1ccc(/C=N/NC(=O)CN(c2cccc(C(F)(F)F)c2)S(=O)(=O)c2ccccc2)c(C)c1C,0%,0.7%
COc1ccc(C(C(=O)NC2CCCC2)N(C(=O)c2ccco2)c2ccc3c(c2)OCO3)cc1OC (stereo not given),-8%,-1.2%
Cc1cc2nc(-c3cccc(NC(=O)c4ccccc4F)c3)oc2cc1C,-4%,0.4%
O=C(CSc1nnc(-c2ccco2)n1CC1CCCO1)c1ccc(F)cc1 (stereo not given),0%,1.0%
COc1ccc(NC(=O)CSc2nnc(-c3cccnc3)n2Cc2ccco2)c(OC)c1,-11%,-6.2%
Cc1cc(C)c2oc(-c3ccc(C)c(NC(=O)c4cccc([N+](=O)[O-])c4C)c3)nc2c1,3%,-3.9%
CCOc1ccccc1NC(=O)C(=O)NCC(C)C,-4%,3.8%
Cc1onc(-c2ccccc2Cl)c1C(=O)N1CCN(c2ccccc2F)CC1,4%,3.9%
Cc1ccc(Cl)cc1NC(=O)COC(=O)C1CCCC1,-9%,-2.8%
CC1CCCN(Cc2c(O)[nH]c(=S)[nH]c2=O)C1 (stereo not given),2%,-1.4%
Cc1nonc1OCCn1nnnc1-c1ccccc1,1%,-0.7%
CCOC(=O)c1cn(-c2ccccc2)nc1-c1ccncc1,-8%,-0.2%
CNC(=O)Nc1nnc(C(C)(C)C)s1,.,-1.1%
CCc1ccc(C2(O)CC(C(F)(F)F)=NN2C(=O)Cc2ccc([N+](=O)[O-])cc2)cc1 (stereo not given),.,4.7%
CCC1Oc2ccc(C)cc2N(CC(=O)N(Cc2cccnc2)Cc2ccc(C)o2)C1=O (stereo not given),6%,-0.5%
N#CC1=C(Nc2ccc(Cl)cc2)CCC1,-1%,-1.1%
CC1(C)CC(=O)C=C(NCCN2CCNCC2)C1,.,3.8%
CCC(=O)c1ccc(N2CCN(C(=O)CC)CC2)c(F)c1,4%,-2.8%
COc1ccc(C(=O)NCC(=O)O)cc1,-8%,2.8%
O=C(c1cccc2cccc(O)c12)N1CCCCC1,-12%,11%
COc1ccc(C2N=C(c3ccccc3)C(C)(C)N2O)cc1OC (stereo not given),-5%,3.8%
CC(=O)c1ccc(NC(=O)Cc2ccc(Cl)cc2)cc1,-2%,-1.0%
COc1ccc(-c2cc(C(F)(F)F)nc(N3CCCCC3)n2)cc1OC,-4%,1.1%
COc1cc2ccccc2cc1C(=O)Nc1ccc(Cc2ccncc2)cc1,4%,-5.5%
CCOC(=O)CSc1nnc(-c2ccc(NS(=O)(=O)c3ccc(C)cc3)cc2)o1,-5%,3.4%
COc1cccc(CN2CCN(S(=O)(=O)c3ccc(Br)cc3)CC2)c1,.,3.1%
CC1(C)CC2CC(C)(CN2S(=O)(=O)c2ccc(C(=O)Nc3ccc(Cl)c(S(=O)(=O)N4CCOCC4)c3)cc2)C1 (stereo not given),2%,-4.3%
CCCCCC(=O)N1CC2(C)CN(C(=O)CCCCC)CC(C)(C1)C2=O,1%,-0.8%
FC(F)(F)c1cccc(NC(=S)NCc2ccc3c(c2)OCO3)c1,3%,1.8%
Nc1ccn([C@@H]2O[C@H](CO)[C@@H](O)[C@@H]2O)c(=O)n1,.,-1.4%
CCCCOCCCNC(=O)CN1C(=O)c2ccccc2C1=O,-2%,.
COc1cc(/C=c2\sc3nc4ccccc4n3c2=O)ccc1OC(=O)c1cccs1,-1%,7.1%
O=C(Nc1ccc(I)cc1Cl)c1cc2ccccc2oc1=O,-1%,-1.5%
CCc1c(C)c2ccc(OCC(=O)N(C)C)c(C)c2oc1=O,-10%,0.5%
COCCOC(=O)C1=C(C)NC(=O)CC1c1ccccc1OC(C)C (stereo not given),4%,-2.3%
CC1CN=C(NC2CCCCC2C)S1 (stereo not given),-3%,0.6%
COCCn1c(SCC(=O)NCc2ccc3c(c2)OCO3)nnc1-c1c[nH]c2ccccc12,0%,-2.4%
Cc1ccc2nsnc2c1NC(=O)/C=C/c1ccccc1,-5%,-1.2%

# The listing continues.
molecule,Rat MKP-3 inhibitors,Hsp70 displacement
CC(=O)c1c(C)[nH]c(C(=O)Nc2cccnc2)c1C,-4%,4.8%
Cc1nn(C)c(C)c1S(=O)(=O)N1CCC(C(=O)NCC2COc3ccccc3O2)CC1 (stereo not given),-4%,-1.7%
C=CC(=O)Nc1ccc(Br)cc1,.,-2.4%
O=C(NCCc1ccccn1)c1ccc(COc2ccccc2)o1,-2%,6.2%
COc1cc(NS(=O)(=O)c2c(C)cc(C)cc2C)c(OC)cc1Cl,0%,2.0%
C/C(Cn1cnc([N+](=O)[O-])n1)=N\NC(=O)c1cccc(F)c1,.,-5.3%
CC(C)CN1C(=O)/C(=C/c2cccc(Br)c2)SC1=S,3%,0.6%
CC(=O)c1ccc(N2C(=O)CC(S/C(N)=N/N=C(\C)c3cccs3)C2=O)cc1 (stereo not given),1%,1.8%
CCSc1nnc(NC(=O)c2ccc(Cl)cc2)s1,0%,4.3%
O=C(CSc1nc2ccccc2o1)NCc1ccco1,-6%&2%,-1.7%&4.2%
COc1ccccc1NC(=O)CSc1nnc(C)n1CC1CCCO1 (stereo not given),.,-1.1%
CC(C)CN1C(=O)c2ccc(C(=O)NCc3ccc4c(c3)OCO4)cc2C1=O,.,1.5%
COc1ccc(C(=O)Nc2cccc(C)c2C)cc1,-1%,-1.3%
O=C(Nc1ncc(Cc2ccc(F)cc2)s1)c1ccccc1Br,-3%,2.9%
CN(C)CCNC(=O)C(c1ccccc1)c1ccccc1,-2%,-0.6%
CC1CCN(C(=O)CSc2nnc(Cc3ccccc3)o2)CC1,-2%,0.4%
Cc1ccc(OCCCn2ccnc2)cc1,-3%,-0.1%
NC(=O)C(Cc1ccccc1)N1CC(=O)NC(=O)C1 (stereo not given),1%,-1.3%
CC1=C(C(=O)NC2CCCCC2C)C2(CCC(C)CC2)OC1=O (stereo not given),-9%,1.8%
CCOc1ccc(NC(=O)C2CCN(C(=O)NC3CCCCC3)CC2)cc1,.,-2.3%
CC1(C)CC(=O)C2=C(C1)c1cc3ccccc3cc1NC2c1cccc([N+](=O)[O-])c1 (stereo not given),3%,1.3%
COc1oc(-c2ccccc2C)nc1C(F)(F)F,.,-3.3%
COC(=O)CCSCc1cn2cc(Cl)ccc2n1,-9%,-1.5%
COc1ccc(C(=O)Nc2cccc(-c3nc4ncccc4o3)c2C)cc1OC,-8%,2.1%
COc1ccccc1CNC(=O)N1CCOCC1,3%,-2.5%

# The final two entries of the part above are carried over, then new ones follow.
molecule,Rat MKP-3 inhibitors,Hsp70 displacement
COc1ccc(C(=O)Nc2cccc(-c3nc4ncccc4o3)c2C)cc1OC,-8%,2.1%
COc1ccccc1CNC(=O)N1CCOCC1,3%,-2.5%
Clc1ccccc1CN1CCN(Cc2c[nH]c3ccccc23)CC1,6%,-2.2%
Cc1cc(C)cc(N(CCC#N)C(=O)CSc2nc3nc(C)cc(C)n3n2)c1,-8%,-1.8%
CC(C)(C)OC(=O)NCc1nc(N)n[nH]1,4%,1.0%
CC(C)CN1C(=O)/C(=C/c2ccc(Cl)c(Cl)c2)SC1=S,2%,3.4%
CCOC(=O)c1cc(-c2nnc(-c3ccc(Cl)cc3)o2)c(C)nc1C,-2%,-0.9%
COc1cc(C(=O)Nc2cccc(-c3nc4ncccc4o3)c2C)cc(OC)c1OC,8%,-7.0%
CC1CCN(C(=O)Cn2nc(C(F)(F)F)c3c2CCCC3)CC1,-1%,-2.0%
CCCS(=O)(=O)Nc1cc(C(F)(F)F)ccc1OCCOC,-7%,3.7%
CC1CN(c2ccc(Oc3ccccc3)cc2)c2nc3c(c(=O)[nH]c(=O)n3C)n2C1 (stereo not given),-6%,2.4%
Cc1ccc(C)n1-n1cnc2scc(-c3cccs3)c2c1=O,3%,10%
Cc1noc(C)c1S(=O)(=O)N1CCC(C(=O)NCCc2ccc(S(N)(=O)=O)cc2)CC1,.,0.3%
O=C(Nc1ccc(S(=O)(=O)Nc2ncccn2)cc1)c1cccs1,0%,5.5%
O=C(NCc1ccco1)c1cccnc1-c1nc2ccccc2s1,-3%,-0.4%
Cc1cccc(NC(=O)CSc2nnc(-c3ccccc3)n2N)c1C,-8%,-2.7%
NC(=O)SCC(=O)Nc1cccc(O)c1,0%,-1.0%
O=C1COc2ccc(C(=O)c3ccccc3C(=O)NCc3ccco3)cc2N1,.,0.8%
CCCCn1c(Cc2ccccc2)nnc1SCC(=O)Nc1cc(C)on1,.,-10%
COc1ccc(Cl)cc1NC(=O)Cc1ccc(Br)cc1,1%,1.9%
CC(=O)C1=C(O)C(=O)N(Cc2cccnc2)C1c1ccccc1Cl (stereo not given),4%,-1.3%
CCN(Cc1ccccc1)C(=O)CCc1nc(-c2ccc(C)cc2)no1,3%,-2.2%
COc1ccc(C2CC(=O)C3=C(C2)Nc2ccccc2NC3c2cccs2)cc1OC (stereo not given),5%,-2.0%
Cc1[nH]n(-c2ccccc2)c(=O)c1C1(C(F)(F)F)C(=O)N(c2ccccc2)C2=C1C(=O)CC(C)(C)C2 (stereo not given),.,-6.3%
CCOC(=O)Cc1csc(SCc2nc3ccccc3c(=O)[nH]2)n1,4%,-6.0%
CCOc1cc(C#N)c(NC(=O)c2cccnc2)cc1OCC,0%,.
CCC(=O)Nc1ccc2oc(-c3ccc4ccccc4c3)nc2c1,3%,3.7%

# Single values from the list:
# `CCN(Cc1ccccc1)C(=O)CCc1nc(-c2ccc(C)cc2)no1` in Hsp70 displacement reads -2.2%
# `CCC(=O)Nc1ccc2oc(-c3ccc4ccccc4c3)nc2c1` in Hsp70 displacement reads 3.7%
# `CCOC(=O)Cc1csc(SCc2nc3ccccc3c(=O)[nH]2)n1` in Rat MKP-3 inhibitors reads 4%
# `COc1ccc(Cl)cc1NC(=O)Cc1ccc(Br)cc1` in Hsp70 displacement reads 1.9%
# `Cc1ccc(C)n1-n1cnc2scc(-c3cccs3)c2c1=O` in Hsp70 displacement reads 10%

# The list goes on:
molecule,Rat MKP-3 inhibitors,Hsp70 displacement
O=C(NC1(C(=O)NC2CCCC2)CCCCC1)c1ccc2c(c1)OCO2,-2%,0.8%
CCN(CC)S(=O)(=O)c1cccc(C(=O)Oc2ccc([N+](=O)[O-])cc2)c1,1%,0.4%
O=S(=O)(NC1CCCC1)c1ccc(S(=O)(=O)NC2CCCC2)cc1,8%,8.4%
CC(=O)NCCCc1c[nH]c2ccc(Cl)cc12,-2%,3.4%
O=S(=O)(Nc1ccc2oc(-c3ccccc3)nc2c1)c1ccccc1,-3%,-1.3%
CCOC(=O)C1=C(O)/C(=C/c2cn(CC(=O)NCC3CCCO3)c3ccccc23)SC1=Nc1ccc(C)cc1 (stereo not given),.,22%
CC(C)C(C(=O)O)N1C(=O)/C(=C/c2ccc([N+](=O)[O-])cc2)SC1=S (stereo not given),-1%,-1.4%
CC(=O)Nc1ccc(Nc2nc3ccccc3nc2Nc2ccc(NC(C)=O)cc2)cc1,0%,-17%
CC1CCc2nn(CC(=O)NCCCN3CCCCC3)cc2C1 (stereo not given),-4%,4.8%
CS(=O)(=O)N(CC(N)=O)c1cccc(C(F)(F)F)c1,2%,-1.7%
COc1ccc(C(=O)Nc2ccc(O)c(-c3nc4cc(Cl)ccc4o3)c2)cc1,1%,-7.0%
CCOC(=O)CN1C(=N)N(c2nc(NC(C)C)nc(NC(C)C)n2)CC1=O,.,-7.0%
N=c1c(S(=O)(=O)c2ccccc2)cc2c(=O)n3ccccc3nc2n1CCN1CCOCC1,-4%,-1.2%
O=C(Nc1scc(-c2cccs2)c1C(=O)O)c1ccccc1I,2%,5.1%
CC(C)COC(=O)N1CC(O)CC1C(=O)O (stereo not given),7%,-5.4%
CN1CCN(S(=O)(=O)c2ccc(Br)c3ccccc23)CC1,1%,-1.8%
CS(=O)(=O)N(CCc1ccccc1)CC(=O)NCc1ccco1,4%,3.7%
COCC(=O)NC1CCN(S(=O)(=O)c2ccc(C(=O)O)cc2)CC1,-3%,-3.1%
N#Cc1c(NC(NC(=O)c2ccco2)C(=O)c2ccccc2)sc2c1CCCC2 (stereo not given),1%,0.3%

# Grouped by structure: the compounds so far containing a tert-butyl group (2)
molecule,Rat MKP-3 inhibitors,Hsp70 displacement
CNC(=O)Nc1nnc(C(C)(C)C)s1,.,-1.1%
CC(C)(C)OC(=O)NCc1nc(N)n[nH]1,4%,1.0%

# Assay outcomes as filed in PubChem.
